PfHsp40 yeast: rescue of yeast from PfHsp40 toxicity, primary screen, S. cerevisiae, ATP luminescence; growth rescue, % at 12.5 µM; 340,000 compounds, 0.68% hits; S. cerevisiae expressing PfHsp40, growth rescue; in the data active = growth rescue above about 28%, passing the limit was not always enough; inconclusive = no clear call, values can overlap the other calls;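 note: yeast W303a lacking pdr1 and pdr3 grown in galactose medium; growth measured after three days at 30 °C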
BoNT-A LC inh2: BoNT/A light chain protease inhibitors, primary screen, biochemical, flow cytometry, MLPCN library; multiplex microsphere protease substrate cleavage; AID 588499, 2011; Botulinum neurotoxin type A light chain protease (Clostridium botulinum A str. ATCC 3502); 360,000 compounds, 0.17% hits; inhibition, % at 10 µM; note: plate controls were buffer without enzyme for full effect and enzyme alone for no effect
TcdB inh: TcdB glycohydrolase inhibitors, primary screen, biochemical, single point, plate reader; TcdB glycohydrolase enzymatic assay; 350,000 compounds, 0.24% hits; AID 652162, 2013; inhibition, % at 9.99 µM; in the data active = inhibition above about 10%
Vc quorum ag: inducers of Vibrio cholerae quorum light production without autoinducers, primary screen, BH1578 luxS cqsA deficient, single point; activation, % at 18.7 µM; V. cholerae BH1578 lux reporter, luminescence, 6 h; 350,000 compounds, 0.16% hits; in the data active = activation mostly above about 9.7%, no sharp cut-off; inconclusive = no clear call, values can overlap the other calls; inactive = mostly below about 3.7%; note: not every result past the cut was called active; inactives centre near 0; reference of the scale not given here
Yp Topo-I inh: Yersinia pestis topoisomerase I inhibitors, primary screen, biochemical, cleavage product accumulation, plate reader, single point | Y. pestis Topo-I cleavage product accumulation | activity, % at 10 µM | 360,000 compounds, 0.064% hits | AID 504884, 2011; in the data active = activity above about 50%, passing the limit was not always enough; inconclusive = no clear call, values can overlap the other calls; note: inactives centre near 2
Anthrax LF inh2: Bacillus anthracis LF protease inhibitors, primary screen, biochemical, multiplex microsphere, MLPCN library; multiplex microsphere protease cleavage assay; 360,000 compounds, 0.12% hits; inhibition, % at 10 µM; Lethal factor (Bacillus anthracis), P15917; note: plate controls were buffer without enzyme for full effect and enzyme alone for no effect
PrPC TRFRET: inhibitors of human cell surface prion protein PrPC, primary screen, cell-based, TR-FRET; TR-FRET read-out; 370,000 compounds, 0.43% hits; Major prion protein (Homo sapiens), P04156; inhibition, % at 13.8 µM; in the data active = inhibition above about 24%; note: 0% = median of the test wells and 100% = reference compound wells
SARS 3CLpro inh: SARS-CoV 3CLpro protease inhibitors, primary screen, biochemical, quenched FRET | inhibition, % at 6 µM | recombinant SARS-CoV 3CLpro, quenched FRET peptide cleavage | Replicase polyprotein 1ab (Severe acute respiratory syndrome coronavirus), P0C6X7 | 290,000 compounds, 0.14% hits; in the data active = inhibition above about 12%
PriA SSB inh: inhibitors of Klebsiella pneumoniae PriA binding to SSB C-terminal tail, primary screen, biochemical, AlphaScreen; AID 1272365, 2023; inhibition, % at 33 µM; PriA–SSB C-terminal tail interaction (Klebsiella pneumoniae); 430,000 compounds, 0.6% hits; AlphaScreen SSBct-PriA binding, biotinylated peptide; in the data active = inhibition mostly above about 37%, no sharp cut-off; inactive = mostly below about 20%;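 note: plate controls were negative control peptide for no effect and reference peptide for full effect; strong numbers were not always called active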
* = called active by the depositor; i = inactive; ? = inconclusive; · = not tested or not shown; & = joins results of further samples. Cut-off read from the data, not from the text of the source, unless noted: active = inhibition above about 30%; inconclusive = no clear call, values can overlap the other calls; inactive = below that. Only part of the results is shown, so the mix of outcomes need not match the whole.

SMILES	PfHsp40 yeast	BoNT-A LC inh2	TcdB inh	Vc quorum ag	Yp Topo-I inh	Anthrax LF inh2	PrPC TRFRET	SARS 3CLpro inh	PriA SSB inh
O=C(c1ccc(CN2CCOCC2)cc1)N1CCN(c2ccccc2)CC1	1.0	-1.8	0.1	-3.0	7	0	1	0	-7
O=C(Cc1cc(C(=O)O)c2ccccc2n1)Nc1ccccc1	-0.5	1.6	1.0	2.0	3	-4	0	-2	-6
CCOP(=O)(OCC)C(Nc1cccc([N+](=O)[O-])c1)c1ccc(OC)cc1 (stereo unspecified)	·	-7.5	2.2	-0.5	24	18	-1	-2	4
O=C(NCCCN1CCOCC1)c1cc(-c2ccc(Cl)s2)nc2ccccc12	0.8	7.5	1.2	i	-4	8	-8	·	-9
COc1ccc(C(=O)NNC2=Nc3cccc4cccc2c34)cc1	1.3	-1.0	0.9	-0.3	0	-2	2	4	8
O=C(O)C1CCCN1C(=O)Nc1ccc(F)cc1 (stereo unspecified)	-0.7	-1.5	·	-0.3	0	6	4	-2	-15
Cc1cc(N)ccc1N=Nc1c(C)n(C)n(-c2ccccc2)c1=O	-1.8	1.8	·	3.1	0	-9	-6	3	3
C[C@H](CO)N1C[C@H](C)[C@H](CN(C)S(=O)(=O)c2cccc(C#N)c2)OCc2cnnn2CCCC1=O	·	-0.7	0.7&-1.0	2.4	-3	-3	-7	·	·
O=C(NCC(c1ccc(F)cc1)N1CCOCC1)c1ccc(C(=O)c2ccccc2)cc1 (stereo unspecified)	0.7	·	0.9	-0.5	24	·	1	1	-14
Cc1cc(OC(C)C(=O)NCC(O)c2ccccc2)c2c3c(c(=O)oc2c1)CCC3 (stereo unspecified)	0.7	-1.1	-0.9	-2.2	21	0	-6	3	9
Cc1nn(-c2ccccc2)c2c1c(C)c(CCC(=O)N1CCOCC1)c(=O)n2C	2.0	0.2	·	i	22	-3	·	-5	3
CCC(Sc1nnc2c3ccccc3n(CC)c2n1)C(=O)Nc1sc2c(c1C#N)CCCC2 (stereo unspecified)	-1.7	1.3	·	1.7	3	-1	0	2	0
COc1cc(/C=N/N2CCN(C3c4ccccc4-c4ccccc43)CC2)ccc1O	0.1	-0.7	·	2.0	-11	-2	-2	-1	·
COc1cc(C(C)=O)ccc1OCC(=O)N1CCc2ccccc2C1	0.3	-4.3	1.1	-0.5	3	-8	0	-1	2
COc1cc(CNc2ccc(S(N)(=O)=O)cc2)ccc1OCC(=O)NC1CCCCC1	-0.8	-1.1	0.1	-0.2	7	0	-3	5	9
C(=Cc1nc2ccccc2o1)c1ccc2c(c1)OCO2	·	-0.1	1.7	i	10	3	6	·	·
O=c1cc(C(F)(F)F)[nH]c(=O)n1C1CCCCC1	-0.3	-0.5	·	i	-1	0	-1	0	-16
COc1ccc(OC)c(C2C(C(C)=O)=C(O)C(=O)N2CCc2ccc(OC)c(OC)c2)c1 (stereo unspecified)	-0.1	1.0	·	-0.4	4	0	-4	1	-13
O=C(Cc1ccccc1)N1CCN(CCCc2ccccc2)CC1	-0.6	-5.2	0.3	i	1	-11	12	-1	-3
Cc1csc(NC(C)c2nc3cc(C(F)(F)F)ccc3n2CCCO)n1 (stereo unspecified)	-1.6	0.4	2.6	i	-10	3	3	·	8
CCCn1cc2c(c1-c1ccc(C)cc1)c(=O)n(C)c(=O)n2C	-0.6	-0.3	·	-0.5	2	-1	7	0	-3
CC1CCN(C(=O)CN(c2ccc3c(c2)OCO3)S(C)(=O)=O)CC1	-0.7	?	0.5	i	-13	2	5	-1	-2
NC(=O)CC(NC(=O)c1ccccc1)c1ccc(NCc2ccccn2)c([N+](=O)[O-])c1 (stereo unspecified)	-0.4	-0.4	0.3	-1.4	-4	-5	-22	1	-2
Cc1ccc2nc(N3CCN(C)CC3)c(C#N)cc2c1	0.9	0.4	·	0.3	2	-2	-45	0	-7
CC(C)c1cc(=O)oc2c3c4c(cc12)CCCN4CCC3	-1.3	5.4	·	8.3	8	-5	-21	2	-2
C(CCc1nn[nH]n1)CCc1nn[nH]n1	-1.2	-0.3	0.5	-0.3	6	0	-1	1	-11
CCC(=O)Nc1ccc(S(=O)(=O)N2CCc3ccccc3C2)cc1	2.1	0.3	0.3	-0.2	12	-12	11	·	-20
COc1cc(NC(=S)N2c3ccccc3CC2C)cc(OC)c1 (stereo unspecified)	-0.3	0.8	1.5	i	-4	1	1	-1	22
O=C1NC(CCc2ccccc2)C(=O)N1Cc1cccc2ccccc12 (stereo unspecified)	1.4	-0.5	1.8	-0.3	-1	-2	-3	6	-5
CCOCCn1c(CN2CCN(c3ccccc3)CC2)nc2c1c(=O)n(C)c(=O)n2C	-0.6	0.1	·	i	2	0	5	0	-3
Cc1cc(C)c(NC(=O)COC(=O)/C=C/c2cccs2)c(C)c1	0.3	0.3	·	3.6	3	0	-1	-1	-3
COc1ccc(NC(=S)NC(NC(=O)CF)C(Cl)(Cl)Cl)cc1[N+](=O)[O-] (stereo unspecified)	-1.4	-1.1	0.5	-0.5	-8	-6	-24	3	-3
C/C(=N\NC(=S)NC1CCCCC1)c1ccc(C#N)cc1	0.3	-0.6	4.6	-6.2	-1	-7	-4	-2	·
CC1=C(Sc2ccccn2)C(=O)NC(C)(C)C1	-1.2	0.5	·	-2.5	-4	-2	2	2	-6
CCCOc1cccc(C(=O)O)c1	-0.1	0.5	·	i	3	-1	-2	1	-6
Cc1ccccc1C(=O)N1CC(=O)Nc2ccc(F)cc2C1c1ccccc1 (stereo unspecified)	0.1	-1.4	2.0	i	11	2	5	2	6
O=c1[nH]c2ccccc2n1C1CCN(C(c2cc3ccccc3o2)c2nnnn2-c2ccc3c(c2)OCCO3)CC1 (stereo unspecified)	·	0.4	0.8	·	·	-6	1	·	·
Cc1ccc(C(=O)Nc2ncccc2C)cc1S(=O)(=O)N1CCCCC1	-0.8	0.0	1.7	-0.7	4	9	1	·	-17
COc1ccc(CNC(=O)CSc2n[nH]c(C)c2[N+](=O)[O-])cc1	-0.3	-0.8	·	-0.7	-4	-2	7	3	-4
COc1cccc(CC(NC(C)=O)C(=O)NC2CCN(C(=O)C3CC3)CC2)c1OC (stereo unspecified)	0.5	-0.8	1.4	-0.4	-4	-1	0	-1	-11
CCn1cc(C(=O)NCc2cccnc2)c(=O)c2cc(F)c(N3CCN(C(=O)c4ccco4)CC3)cc21	-0.6	0.4	·	-0.9	20	0	17	0	7
CCc1cn([C@H]2C[C@H](O)[C@@H](CO)O2)c(=O)[nH]c1=O	-0.8	-0.8	0.2	8.3	-11	3	7	0	-6
CCOC(=O)CSc1nc2c(c(=O)n(C)c(=O)n2C)n1Cc1ccccc1F	0.1	0.3	1.5	-0.4	-10	0	4	-5	-9
CN(C(=O)CSc1nc(-c2ccccc2)cn1N)C(c1ccccc1)c1ccccc1	-0.2	-4.4	1.0	i	0	-11	-6	0	50*
O=S(=O)(c1ccc(F)cc1)c1nc(-c2ccco2)oc1NCCCn1ccnc1	·	-0.1	2.6	-1.3	-10	-4	-5	·	2
COc1cccc(CN2C(=O)Nc3ccccc3C(=O)N2C(C)(C)C)c1	0.7	-6.5	·	·	1	1	4	-2	-5
Cc1ccn2c(=O)nc(SCC(=O)c3ccc(Cl)cc3)nc2c1	-0.5	0.4	-1.7	9.0	-6	-3	8	·	-7
O=C(NCCn1cc(SCc2ccccc2)c2ccccc21)c1c(F)cccc1F	0.2	-0.5	0.9	-0.6	26	-3	9	12	-4

Whole records, looked up by structure:
`O=c1[nH]c2ccccc2n1C1CCN(C(c2cc3ccccc3o2)c2nnnn2-c2ccc3c(c2)OCCO3)CC1` (stereo unspecified) in the list: PfHsp40 yeast = ·; BoNT-A LC inh2 = 0.4; TcdB inh = 0.8; Vc quorum ag = ·; Yp Topo-I inh = ·; Anthrax LF inh2 = -6; PrPC TRFRET = 1; SARS 3CLpro inh = ·; PriA SSB inh = ·
`CCn1cc(C(=O)NCc2cccnc2)c(=O)c2cc(F)c(N3CCN(C(=O)c4ccco4)CC3)cc21` in the list: PfHsp40 yeast = -0.6; BoNT-A LC inh2 = 0.4; TcdB inh = ·; Vc quorum ag = -0.9; Yp Topo-I inh = 20; Anthrax LF inh2 = 0; PrPC TRFRET = 17; SARS 3CLpro inh = 0; PriA SSB inh = 7

Remaining list, next part:
SMILES	PfHsp40 yeast	BoNT-A LC inh2	TcdB inh	Vc quorum ag	Yp Topo-I inh	Anthrax LF inh2	PrPC TRFRET	SARS 3CLpro inh	PriA SSB inh
O=C(CNS(=O)(=O)c1c(Cl)cccc1Cl)OCC(=O)N1CCN(c2ccccc2)CC1	-0.8	0.9	·	-1.4	12	-6	-4	-1	16
CC(C)N(C)Cc1nnnn1CC(=O)NCCc1cccc(C(F)(F)F)c1	0.5	-2.0	0.1	i	-14	-7	6	-3	0
O=C(NCc1ccco1)c1nn2c(C(F)(F)F)cc(-c3cccs3)nc2c1Br	1.6	1.6	·	-0.2	-5	-1	-28	3	-9
CC(=O)Nc1ccc(S(=O)(=O)NCCOc2ccc(Cl)cc2C)cc1	-0.4	-0.3	0.8	-0.2	-8	-6	12	7	-11
COC(=O)c1cc2ccsc2n1Cc1cc(=O)n2ccccc2n1	-0.8	0.4	8.1	-5.0	5	-3	1	-4	-3
CCOc1ccccc1NC(=O)C1CCN(c2ccc(S(=O)(=O)N3CCCC3)cc2)CC1	0.0	0.6	0.3	-0.5	-6	-1	-7	4	-6
CCN(CC(=O)Nc1ccccc1OC)CC(=O)Nc1ccccc1-c1ccccc1	-0.3	-0.1	1.8	-1.7	16	-1	11	-2	-1
c1ccc(Cn2nnnc2C(c2ccccn2)N2CCOCC2)cc1 (stereo unspecified)	-0.7	-1.0	·	-2.2	2	-3	4	-3	-6
COc1ccc2nc(NNC(=O)COc3ccccc3)sc2c1	0.8	-1.2	0.9	i	0	5	10	-2	5&-17
CCC(=O)NCCCCCCNC(=O)CC	-1.0	-1.9	1.2	i	4	-7	1	-2	-19
COc1ccccc1C(=O)Nc1ccc(C(=O)/C=C/c2cccs2)cc1	1.3	3.5	0.1	-0.4	16	0	-3	-2	-11
C=CCN(c1ccccc1)S(=O)(=O)c1cccc(C(=O)Nc2cccc(C)n2)c1	-0.6	-0.8	0.3	-0.6	-2	-5	3	·	-2
O=C(C[N+]1(CC#Cc2ccccc2)CCCCC1)c1ccccc1	1.0	-0.2	2.7	-0.2	3	-2	0	5	3
CC1CN(C(=O)COc2coc(CN3CCc4ccccc4C3)cc2=O)CC(C)O1 (stereo unspecified)	-0.4	1.0	5.9	i	4	-4	7	·	-1
O=C(CS(=O)(=O)c1ccccc1)c1cc2ccccc2oc1=O	0.7	-1.6	·	-0.3	2	-1	·	1	-13
Cc1ccc(NC(=O)Cn2cc(S(=O)(=O)c3ccccc3)c(=O)c3cc(F)ccc32)cc1	-0.2	-0.4	-0.1	-0.2	23	-5	-4	1	-10
CC1Sc2ccc(S(=O)(=O)N3CCC(C(=O)NCc4ccco4)CC3)cc2NC1=O (stereo unspecified)	-1.6	0.3	1.1	-0.4	19	0	-8	7	-15
CCCCCCCN=C(C)c1ccccc1O	-1.2	?	-0.3	-0.6	6	-8	3	2	-19
CCNC(=S)Nc1ccc2c(c1)c(=O)n(C)n2Cc1cccc(C(F)(F)F)c1	·	-0.3	-0.8	i	-14	-8	10	·	·
COc1cc(-c2nc(-c3ccc4c(c3)-c3ccccc3S4(=O)=O)c(-c3ccccc3)[nH]2)cc(OC)c1OC	0.0	1.1	·	0.7	-5	0	8	4	9
